Screens: PubChem, National Center for Advancing Translational Sciences (NCATS)
Luciferase inh = Firefly luciferase inhibition profiling of diverse chemical library using quantitative high-throughput screening | hit rate 2.5% among 76,000 | AID 1347043, 2019 | purified P. pyralis luciferase, luminescence, biochemical | Luciferin 4-monooxygenase (Photinus pyralis), P08659 | Potency, µM (highest dose often 115 µM), for inactives: at the highest dose activity change, negative = inhibition, most hits filed as inhibitors; also: potency is read from the fitted curve at half-maximal effect; nearly all actives have a fitted effect of over 65% in size
Target sequence (P08659 whole entry, looked up): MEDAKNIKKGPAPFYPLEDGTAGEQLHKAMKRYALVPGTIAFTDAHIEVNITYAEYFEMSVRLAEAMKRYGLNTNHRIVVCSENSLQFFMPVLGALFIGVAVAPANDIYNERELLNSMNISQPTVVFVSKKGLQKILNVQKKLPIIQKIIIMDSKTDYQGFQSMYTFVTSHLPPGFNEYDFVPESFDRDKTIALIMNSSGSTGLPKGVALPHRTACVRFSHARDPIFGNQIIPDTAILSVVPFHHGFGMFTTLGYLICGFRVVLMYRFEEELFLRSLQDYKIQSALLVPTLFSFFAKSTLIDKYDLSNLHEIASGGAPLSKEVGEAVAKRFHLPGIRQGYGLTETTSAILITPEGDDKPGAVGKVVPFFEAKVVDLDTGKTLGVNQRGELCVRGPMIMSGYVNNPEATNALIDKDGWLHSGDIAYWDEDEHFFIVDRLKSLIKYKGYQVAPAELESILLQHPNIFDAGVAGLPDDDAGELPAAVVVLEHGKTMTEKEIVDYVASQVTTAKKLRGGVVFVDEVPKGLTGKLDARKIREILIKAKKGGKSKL
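Inhibitors were tested against purified firefly luciferase in a biochemical, low-substrate format (both substrates at 10uM) and luminescence measured with a CCD imager.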
GPT2 inh = Primary qHTS assay for inhibitors of Glutamate pyruvate transaminase 2 (GPT2); Alanine aminotransferase 2 (Homo sapiens), Q8TD30; Recombinant GPT2, coupled pyruvate oxidase/HRP Amplex Red fluorescence; Potency, µM (highest dose often 57.7 µM), without a hit: top-dose activity change, negative = inhibition, most hits filed as inhibitors; hit rate 0.25% among 100,000; AID 1671188, 2021; also: potency is read from the fitted curve at half-maximal effect; nearly all actives have a fitted effect of over 60% in size; many of its hits are not listed in these tables
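Fluorescence read-out: pyruvate from GPT2 turnover coupled to pyruvate oxidase, HRP and Amplex Red (0.2mM ThPP, 0.2U/mL PO and HRP, 50uM Amplex final). Substrates 250uM a-KG, 2mM L-alanine; enzyme 10ng/uL; 30 min RT.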
HEK293 tox = Cytotoxic Profiling in HEK 293 Cell Line of Diverse Libraries Using Quantitative High-Throughput Screening. HEK 293 viability, ATP luminescence (CellTiter-Glo), 48-72 h. Potency, µM (highest dose often 115 µM), inactives show top-dose activity change, negative = cytotoxicity, usual class: inhibitors. hit rate 6.6% among 94,000; also: potency is read from the fitted curve at half-maximal effect; nearly all actives have a fitted effect of over 60% in size
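250 HEK 293 cells/well; compound by pintool; incubated 48 or 72 hr at 37 degree Celsius; CellTiter-Glo added, 10 min RT, luminescence imaged.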
IP6K1 inh = Primary qHTS assay for small molecule inhibitors of Inositol hexaphosphate kinase 1 (IP6K1); Inositol hexakisphosphate kinase 1 (Homo sapiens), Q92551; IP6K1 kinase, ADP-Glo luminescence, 2 h; active compounds read low; activity change, % (series mostly up to about 58 µM); hit rate 0.81% among 140,000; in the data active = activity change below about -25%
Target sequence (Q92551 whole entry, looked up): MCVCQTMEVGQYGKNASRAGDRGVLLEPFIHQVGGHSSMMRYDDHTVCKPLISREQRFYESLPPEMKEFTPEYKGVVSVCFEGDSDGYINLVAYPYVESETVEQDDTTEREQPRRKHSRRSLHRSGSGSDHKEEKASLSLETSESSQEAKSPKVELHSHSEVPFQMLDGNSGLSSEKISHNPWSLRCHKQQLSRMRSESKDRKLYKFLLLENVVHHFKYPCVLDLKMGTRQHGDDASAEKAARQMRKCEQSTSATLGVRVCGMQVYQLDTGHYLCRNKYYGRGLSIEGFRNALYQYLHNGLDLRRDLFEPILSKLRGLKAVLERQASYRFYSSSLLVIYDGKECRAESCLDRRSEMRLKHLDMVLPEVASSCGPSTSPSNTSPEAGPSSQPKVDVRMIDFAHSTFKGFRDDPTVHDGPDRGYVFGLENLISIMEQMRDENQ
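ADP-Glo luminescence measures ADP made by human IP6K1 during a 2 h RT reaction with ATP/IP6 (mix at 1.3 mM/130 uM); top library doses 57.5 and 19.1 uM final.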
3T3 cytotox = Cytotoxic Profiling in NIH 3T3 Cell Line of Diverse Libraries Using Quantitative High-Throughput Screening. AID 1345082, 2018. Potency, µM (top dose mostly 96.7 µM), without a hit: top-dose activity change, negative = cytotoxicity, hits mostly inhibitors. hit rate 4.3% among 94,000. NIH 3T3 viability, CellTiter-Glo ATP luminescence, 48-72 h; also: potency is read from the fitted curve at half-maximal effect; nearly all actives have a fitted effect of over 55% in size
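NIH 3T3 cells at 400 cells/well received 23 nL of compound by pintool and were incubated 48 or 72 h at 37 °C. Viability was read as ATP-coupled CellTiter-Glo luminescence.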
SNCA viab count = GF-AFC viability counterscreen for inhibitors of alpha-synuclein gene (SNCA) expression | HEK-293-SNCA-luc viability, GF-AFC fluorescence, 24 h | Potency, µM (series often up to 57.1 µM), inactives show at the top dose activity change, negative = cytotoxicity, actives largely listed as cytotoxic | hit rate 0.12% among 150,000;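 also: potency is read from the fitted curve at half-maximal effect; 0% = DMSO-treated cells and -100% = medium-only wells without cells; nearly all actives have a fitted effect of over 30% in size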
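Cytotoxicity counterscreen: after 24 h compound treatment of genome-edited SNCA-luciferase HEK-293 cells, live-cell protease substrate GF-AFC read by fluorescence after 30 min; activity scaled between DMSO (0%) and medium-only (-100%), curves Hill-fitted.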
SNCA expr inh = Primary qHTS assay for inhibitors of alpha-synuclein gene (SNCA) expression; HEK-293 SNCA-luciferase knock-in, luminescence, 24 h; hit rate 0.17% among 140,000; Potency, µM (doses to about 57.2 µM), inactives show top-dose activity change, negative = inhibition, actives largely listed as inhibitors;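 also: potency is read from the fitted curve at half-maximal effect; plate controls were DMSO cells for no effect and cell-free wells for full effect; nearly all actives have a fitted effect of over 45% in size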
Numbers without * were called inactive; i = inactive; ? = inconclusive; . = no result given; [ ] = remark or other dose. Unless noted, calls follow the shape of the dose curve; as a rule, active = well fitted curve in the direction sought with a large enough effect; inconclusive = small, poorly fitted or top-dose-only effect, or another doubt; inactive = no such curve, though single readings can be large; an effect the other way counts as inactive or inconclusive. Unless noted, % is scaled to controls: 0 for no effect and ±100 for the full control effect. This is a random part of the collection; any-hit rate near 7.8%.

The first 4 records (preview)
| # | SMILES | HEK293 tox | IP6K1 inh | 3T3 cytotox | Luciferase inh | SNCA expr inh | GPT2 inh | SNCA viab count |
| --- | --- | --- | --- | --- | --- | --- | --- | --- |
| 1 | CN(C(=O)c1cc2nc(-c3ccc4c(c3)OCO4)cc(C(F)(F)F)n2n1)c1ccc(OC(F)(F)F)cc1 | . | -5 | . | . | 13% | . | 5% |
| 2 | Cc1oc(C2CCN(C(=O)c3cc(CN4CCOCC4)on3)CC2)nc1C(=O)N1CCCC1 | -14% | 6 | -20% | . | -7% | -9% | -21% |
| 3 | CC(C)N1CCC2(CC1)CN(C(=O)Cc1cccc(F)c1)Cc1ccccc1O2 | ? | 5 | ? | 1% | -15% | i | -23% |
| 4 | CCOc1ccc(CCNC(=O)c2cnc3c(-c4ccc(F)cc4)c(C)nn3c2C)cc1OCC | . | 4 | . | . | -6% | . | 7% |

The list itself, previewed entries included:
| # | SMILES | HEK293 tox | IP6K1 inh | 3T3 cytotox | Luciferase inh | SNCA expr inh | GPT2 inh | SNCA viab count |
| --- | --- | --- | --- | --- | --- | --- | --- | --- |
| 1 | CN(C(=O)c1cc2nc(-c3ccc4c(c3)OCO4)cc(C(F)(F)F)n2n1)c1ccc(OC(F)(F)F)cc1 | . | -5 | . | . | 13% | . | 5% |
| 2 | Cc1oc(C2CCN(C(=O)c3cc(CN4CCOCC4)on3)CC2)nc1C(=O)N1CCCC1 | -14% | 6 | -20% | . | -7% | -9% | -21% |
| 3 | CC(C)N1CCC2(CC1)CN(C(=O)Cc1cccc(F)c1)Cc1ccccc1O2 | ? | 5 | ? | 1% | -15% | i | -23% |
| 4 | CCOc1ccc(CCNC(=O)c2cnc3c(-c4ccc(F)cc4)c(C)nn3c2C)cc1OCC | . | 4 | . | . | -6% | . | 7% |
| 5 | CC(C(=O)NCc1ccccc1)N1C(=O)COc2ccc(C(=O)COc3ccc(F)cc3)cc21 (configuration not stated) | ? | 17 | -29% | 0% | 3% | 5% | -15% |
| 6 | CCOC(=O)c1ccc(NC(=O)CN2C(=O)c3cccnc3Sc3ccccc32)cc1 | . | 21 | . | . | 67%[activator] | . | -4% |
| 7 | COc1ccc(CC(=O)N[C@@H]2CN(c3ccncn3)C[C@H]2CO)cc1 | 4% | 0 | -2% | 4% | 0% | 1% | 7% |
| 8 | Cc1ccc(C(=O)N2CC(C(=O)NCCc3ccncc3)C3(CCOCC3)C2)cc1 (configuration not stated) | -1% | 26 | 1% | 1% | -11% | ? | 0% |
| 9 | CC(=O)N1CCC([C@@H]2CN(C3CCSCC3)C[C@H]2CO)CC1 | -14% | -9 | -6% | 1% | 17% | i | 6%[12.5 µM] |
| 10 | CC(=O)c1cccc(NC(=O)Cn2c(=O)n(-c3ccccc3)c(=O)c3c2cc(C)n3C)c1 | -11% | 26 | i | -5% | 4% | i | ? |
| 11 | Cc1ccc(CNC(=O)Cn2c(-c3cccs3)cc3cc(Cl)ccc32)cc1 | . | 16 | . | . | -7% | . | 14% |
| 12 | CC(C)CNc1ccc2c(n1)C(C)(C(=O)Nc1ccncc1)CN(Cc1ccccc1)C2 (configuration not stated) | 32µM* | -3 | 22µM* | -10%[172 µM] | ? | -12%[88.5 µM] | ? |
| 13 | Cc1cc2cc(-c3c(C)noc3C)nc(N(C)C)c2o1 | 100µM* | -18 | ? | -5%[230 µM] | -4%[87.6 µM] | ? | -5%[87.6 µM] |
| 14 | O=C(Cn1ccnc1)N1CCCCC1c1noc(COc2ccc(F)cc2)n1 (configuration not stated) | ? | -8 | ? | -2% | 1% | i | -5% |
| 15 | COc1ccc(CN2CC(Oc3ccccc3C(=O)NC3CC3)C2)cc1OC | -2% | 2 | -14% | 5% | 38%[activator] | 3% | -16% |
| 16 | O=C(O)C[C@@H]1CCN(C(=O)Cc2ccccc2)C[C@@H]1CCN1C[C@@H]2C[C@H](C1)c1cccc(=O)n1C2 | -2% | -12 | 3% | -2% | 0% | 4% | 5% |
| 17 | CCNC(=O)C1N(C(C)C)C(=O)C12CCCC2 (configuration not stated) | i | 0 | i | 4% | -2% | i | 5% |
| 18 | CNC(=O)[C@H]1C[C@H](Oc2cccnc2)CN1C(=O)c1ccccc1 | 0% | 34 | -7% | 5% | -14% | i | -3% |
| 19 | COc1ccc(C(=O)NC2CCN(C(=O)c3ccc(-c4cncnc4)cc3)CC2)cc1 | -15% | -16 | -12% | . | -20% | i | -2%[12.5 µM] |
| 20 | CC(C(=O)NCc1ccccc1)n1ccc2cc(S(=O)(=O)N3CCCC3)ccc21 (configuration not stated) | . | -27* | . | . | 9% | . | -16% |
| 21 | COc1ccc(NC(=O)CSC2=Nc3ccccc3C3=NC(CC(=O)NCc4ccc(F)cc4)C(=O)N23)cc1 (configuration not stated) | . | -21 | . | . | 14% | . | 2% |
| 22 | Cc1cc(Cl)ccc1S(=O)(=O)N1CC(c2noc(-c3cccnc3)n2)C1 | ? | 35 | ? | -6% | -24% | i | -14% |
| 23 | CCOc1ccc(CC(=O)N2CCCN(C)c3ccccc32)cc1 | 89µM* | -1 | ? | -22% | 0% | -4% | 7% |
| 24 | CC(C)c1nc2c(c(-c3ccc(O)cc3)n1)CN(C(=O)Nc1ccc(Cl)cc1)CC2 | ? | 1 | ? | -17% | 3% | i | ? |
| 25 | O=C(c1ccccc1)N1CC2(C1)C(=O)Nc1ccccc12 | 0%[172 µM] | -13 | 2%[138 µM] | . | 17%[87.6 µM] | 4%[88.5 µM] | -1%[87.6 µM] |
| 26 | O=C1CO[C@H]2CN(c3nccc(C(F)(F)F)n3)C[C@H]2N1Cc1ccc(F)cc1 | 100µM* | -3 | ? | -2%[172 µM] | 24%[87.6 µM] | -10%[88.5 µM] | -2%[87.6 µM] |
| 27 | COCC(=O)N1CCCC(C(=O)N(C)CCn2ccnc2C)C1 (configuration not stated) | -7% | -12 | i | ? | 49%[activator] | i | -1% |
| 28 | Cc1ccc(CN2CCCn3nc(C(=O)NCc4ccc(N(C)C)cc4)cc3C2=O)cc1 | . | 19 | . | . | 7% | . | -1% |
| 29 | O=C(Nc1ccc(Br)cc1F)N1CCC2(CC1)Oc1ccccc1C(=O)N2Cc1ccccc1F | . | 37 | . | . | ? | . | -16% |
| 30 | COc1ccc(CC2C(=O)Nc3ccc(Br)cc32)cc1OC (configuration not stated) | . | 15 | . | . | 9% | . | 8% |
| 31 | Cn1c(=O)cc(OCC(=O)N2CCN(c3ccccc3)CC2)c2ccccc21 | . | -4 | . | . | -7% | . | -1% |
| 32 | CN(C)c1ccc(CN2CC[C@H](c3nnc(-c4ccco4)o3)C2)cc1 | ? | 9 | -17%[174 µM] | ? | 36%[activator][87.6 µM] | 2%[88.5 µM] | -8%[87.6 µM] |
| 33 | Cc1cccnc1C(=O)N[C@@H]1CN(Cc2ccccc2)C[C@H]1CO | -3% | 1 | -3% | -2% | -13% | -2% | -4% |
| 34 | CN(Cc1ccc2nonc2c1)C(=O)COc1ccc(Cl)cc1Cl | ? | 8 | ? | 6% | 3% | i | -2% |
| 35 | CCNC(=O)[C@@H]1C[C@H](NC(C)=O)CN1Cc1ccc(OC2CCCC2)cc1 | i | 0 | -12% | -3% | 4% | 1% | 2% |
| 36 | COc1ccc(N2CCN(C(c3ccccc3)c3sc4nc(-c5ccco5)nn4c3O)CC2)cc1 (configuration not stated) | . | -5 | . | . | 4% | . | 8% |
| 37 | CC(=O)Nc1cc(C(=O)NCc2ccc(F)cc2Cl)ccc1Sc1ccc(Cl)cc1 | . | -5 | . | . | ? | . | -8% |
| 38 | Cc1cccc(N2C(=O)CSC23C(=O)N(CC(=O)NCc2ccccc2Cl)c2ccccc23)c1 (configuration not stated) | . | 12 | . | . | ? | . | ? |
| 39 | CN(C)C(=O)c1nc2sccn2c1-c1ccc(C(F)(F)F)cc1 | -21% | 11 | -17% | . | 3% | i | 0% |
| 40 | Cc1ccc(C(C)NC(=O)CNC23CC4CC(CC(C4)C2)C3)cc1 (configuration not stated) | ? | 7 | ? | 1% | 3% | -17% | -4% |
| 41 | O=C(c1cccc(F)c1)N1CCC2(CCCCO2)CC1 | ? | 8 | -11% | 4% | -1% | i | -7% |
| 42 | Cc1cccc(CNC(=O)c2cc3c(N4CCCC4)nc(C)cn3n2)c1 | 10% | 7 | -1% | 10% | 13% | i | 12% |
| 43 | COc1ccc(-c2csc3ncnc(Nc4cccc(F)c4)c23)cc1 | . | -5 | . | . | 18% | . | 13% |
| 44 | O=C(NCCCN1CCCC1)c1ccc2c(c1)N(S(=O)(=O)c1ccccc1F)CC2 | -2% | 5 | -4% | -8% | 14% | i | 1% |
| 45 | CNC(=O)[C@H]1O[C@@H](n2cnc3c(NCc4ccc(N)c(I)c4)ncnc32)[C@H](O)[C@@H]1O | . | 3 | . | . | . | i[11.5 µM] | 2%[12.5 µM] |
| 46 | COc1cc(NC(=O)Cn2ccn3nc(-c4ccc(F)cc4)c(CO)c3c2=O)cc(OC)c1OC | ? | 9 | -17% | -9% | -17% | -17% | -2% |
| 47 | O=C1Nc2ccccc2OCC12CCN([S+](=O)([O-])c1cccs1)CC2 | ? | 19 | -12% | -6% | 15% | i | 11% |
| 48 | O=C(NCCc1ccccn1)C1CN(S(=O)(=O)c2cccnc2)CC12CCCCC2 (configuration not stated) | 3% | 9 | ? | 1% | 12% | i | -3% |
| 49 | CNC(=O)c1cc(C2CC2)nc2c1c(C1CCN([S+](=O)([O-])c3cccs3)C1)nn2C (configuration not stated) | -2% | -3 | -16% | . | . | . | . |
| 50 | O=C1Nc2cc(Cl)ccc2C(=O)N2CCN(C(=O)c3ccccc3)C[C@H]12 | 4%[172 µM] | 14 | 4%[174 µM] | 2%[172 µM] | ? | 3%[88.5 µM] | 3%[87.6 µM] |
| 51 | COc1ccccc1C(=O)Nc1nc2n(n1)C(c1ccc(F)cc1)C=C(c1ccc(Cl)cc1)N2 (configuration not stated) | . | 18 | . | . | 9% | . | ? |

From entry 1 to 2, copied from above:
| # | SMILES | HEK293 tox | IP6K1 inh | 3T3 cytotox | Luciferase inh | SNCA expr inh | GPT2 inh | SNCA viab count |
| --- | --- | --- | --- | --- | --- | --- | --- | --- |
| 1 | CN(C(=O)c1cc2nc(-c3ccc4c(c3)OCO4)cc(C(F)(F)F)n2n1)c1ccc(OC(F)(F)F)cc1 | . | -5 | . | . | 13% | . | 5% |
| 2 | Cc1oc(C2CCN(C(=O)c3cc(CN4CCOCC4)on3)CC2)nc1C(=O)N1CCCC1 | -14% | 6 | -20% | . | -7% | -9% | -21% |
